NR1D1 modulator = modulators of Rev-erb alpha DNA binding, primary screen, biochemical, FITC-DNA, fluorescence polarization, uHTS; Nuclear receptor subfamily 1 group D member 1 (Homo sapiens), P20393; activity, % at 10 µM; actives 0.79% (n = 370,000); Rev-erbα–FITC-DNA binding, 90 min; AID 1259318, 2017;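 active = activity above about 14%, limit read from the data; passing the limit was not always enough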;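 note: 0% = DMSO wells with 35 nM protein and 100% = DMSO wells with 750 nM protein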
Target sequence (P20393 whole entry, looked up): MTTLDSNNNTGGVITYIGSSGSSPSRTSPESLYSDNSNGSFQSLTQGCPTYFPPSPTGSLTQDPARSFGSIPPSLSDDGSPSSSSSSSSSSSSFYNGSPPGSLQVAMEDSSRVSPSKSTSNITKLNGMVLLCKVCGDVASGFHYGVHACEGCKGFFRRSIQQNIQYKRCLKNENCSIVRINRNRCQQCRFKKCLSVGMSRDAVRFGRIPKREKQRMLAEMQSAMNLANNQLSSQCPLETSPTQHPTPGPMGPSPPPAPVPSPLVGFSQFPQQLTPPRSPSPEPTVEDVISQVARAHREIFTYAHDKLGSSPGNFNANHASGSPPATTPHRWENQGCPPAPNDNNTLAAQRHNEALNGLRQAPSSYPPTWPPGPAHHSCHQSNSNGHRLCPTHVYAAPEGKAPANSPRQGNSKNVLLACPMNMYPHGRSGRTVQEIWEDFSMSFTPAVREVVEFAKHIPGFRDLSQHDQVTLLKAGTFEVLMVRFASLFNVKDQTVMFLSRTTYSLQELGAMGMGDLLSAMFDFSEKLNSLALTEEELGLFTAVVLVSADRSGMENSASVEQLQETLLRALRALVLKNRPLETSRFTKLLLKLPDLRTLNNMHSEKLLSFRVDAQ
PRMT1 inh = PRMT1 methyltransferase inhibitors, primary screen, biochemical, fluorescence polarization; Protein arginine N-methyltransferase 1 (Homo sapiens), Q99873; recombinant PRMT1, activity-based probe fluorescence polarization; inhibition, % at 2.79 µM; actives 1.3% (n = 370,000); AID 652257, 2013;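 active = inhibition above about 21% made by adding two undisclosed values, limit read from the data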
Target sequence (Q99873 whole entry, looked up): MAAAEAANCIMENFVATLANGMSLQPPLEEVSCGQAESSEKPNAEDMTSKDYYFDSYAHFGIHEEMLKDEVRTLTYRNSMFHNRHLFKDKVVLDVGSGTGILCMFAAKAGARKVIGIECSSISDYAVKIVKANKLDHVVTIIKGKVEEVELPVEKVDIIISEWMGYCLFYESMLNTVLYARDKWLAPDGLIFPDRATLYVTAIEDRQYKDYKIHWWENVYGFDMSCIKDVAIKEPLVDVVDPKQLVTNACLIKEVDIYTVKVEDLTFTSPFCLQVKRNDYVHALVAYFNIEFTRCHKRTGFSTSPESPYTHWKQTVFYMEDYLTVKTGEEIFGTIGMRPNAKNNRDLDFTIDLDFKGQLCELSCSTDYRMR
SIAE inh = human SIAE inhibitors, primary screen, biochemical, fluorescence polarization, FP-Rh probe, 1536-well HTS; Sialate O-acetylesterase (Homo sapiens), Q9HAT2; SIAE FP-Rh probe binding; inhibition, % at 9.66 µM; actives 0.69% (n = 370,000); AID 1053197, 2014;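 active = inhibition above a cutoff: mean of compounds within the control limits plus 3 SD of those, cut at about 17% in these data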;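 note: 0% = plate median of compound wells and 100% = probe without SIAE protein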
PG9 binder = binders of HIV-1 gp120 antibody PG9, primary screen, biochemical, TR-FRET; HIV-1 gp120 / PG9 antibody interaction; TR-FRET gp120-PG9 antibody binding; inhibition, % at 6.7 µM; actives 0.43% (n = 360,000); AID 624416, 2012; in the data active = inhibition above about 8.5%
TCR-CD3 inh = inhibitors of human TCR-CD3 interaction, primary screen, biochemical, fluorescence, TAMRA-labeled TCR probe; AID 651800, 2012; inhibition, % at 9.4 µM; T-cell receptor (TCR); actives 0.37% (n = 360,000); in the data active = inhibition above about 19%;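 note: recombinant mutant TCR 2C K166C tagged with TAMRA read by polarization; 0% = receptor in buffer alone and 100% = receptor with positive control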
ABHD4 inh = ABHD4 inhibitors, primary screen, biochemical, fluorescence polarization, mouse; purified mABHD4, FP-Rh probe fluorescence polarization; inhibition, % at 8.92 µM; actives 0.54% (n = 370,000); (Lyso)-N-acylphosphatidylethanolamine lipase (Mus musculus), Q8VD66;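 active = inhibition exceeding the mean over every tested compound plus 3 SD, cut at about 30% in these data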;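 note: 0% = plate median of compound wells and 100% = S159A mutant with DMSO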
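Assay system: mABHD4 protein; medium: HEPES pH 7.0, NaCl, Pluronic buffer; dosing: 8.92 µM, single dose; schedule: 45 min + 60 min at 25 °C; signal: FP readout, ex 525 nm / em 598 nm; read-out: normalized percent inhibition of probe labeling; repeats: single replicate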
rCAG RNA binder = binders of r(CAG) RNA repeats, primary screen, biochemical, fluorescence. inhibition, % at 3 µM. r(CAG) RNA repeat, TO-PRO-1 dye displacement fluorescence. actives 1.3% (n = 370,000);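 active = inhibition above the plate cutoff, the mean of all test compounds on that plate plus 3 SD, cut at about 35% in these data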;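 note: 0% = DMSO alone and 100% = 100 µM mitoxantrone as full dye displacement; higher means more dye released from RNA so lower well fluorescence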
LEDGF integ inh = blockers of LEDGF/p75-dependent integrase strand transfer – biochemical, TR-FRET, high throughput, primary screen. HIV-1 integrase (with human LEDGF/p75). TR-FRET IN-LEDGF/p75 DNA integration, Eu/Cy5. inhibition, % at 3.7 µM. actives 0.64% (n = 370,000). AID 743269, 2014;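 active = inhibition above the screen-wide mean plus 3 SD, cut at about 13% in these data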;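 note: signal is the Cy5 over europium emission ratio at 671 and 618 nm; 0% = plate median of compound wells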
HTRA1 inh = HTRA1 serine protease inhibitors, primary screen, biochemical, fluorescence polarization, HTS. actives 0.5% (n = 340,000). AID 504803, 2011. recombinant HTRA1, FP-rhodamine activity-based probe. inhibition, % at 5.96 µM; in the data active = inhibition above about 36%;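 note: 0% = enzyme with DMSO and 100% = wells lacking enzyme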
TDP2 inh = human TDP2 enzyme inhibitors, primary screen, biochemical, epi absorbance, recombinant enzyme; Tyrosyl-DNA phosphodiesterase 2 (Homo sapiens), O95551; T5PNP hydrolysis, p-nitrophenol absorbance 415 nm; inhibition, % at 12.8 µM; actives 0.34% (n = 370,000); AID 720702, 2013;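 active = inhibition above the mean of all tested compounds plus 3 SD, set per campaign, cut at about 25% in these data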;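 note: 0% = DMSO with enzyme and 100% = buffer with substrate but no TDP2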
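Test system: Human TDP2 enzyme | Reagent: 5 mM T5PNP | Compound dosing: 12.8 µM single point, 1% DMSO | Incubation: Enzyme reaction with compound for 2 h at 37 °C | Technique: p-Nitrophenol epi absorbance | Read-out: % inhibition relative to enzyme-containing and enzyme-free wells | Benchmarks: High control without enzyme, low control DMSO plus TDP2 | Replicates: Singlicate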
* = called active by the depositor; / = no result given. Only part of the results is shown. The share of hits here may be higher or lower than overall.

SMILES | NR1D1 modulator | PRMT1 inh | SIAE inh | PG9 binder | TCR-CD3 inh | ABHD4 inh | rCAG RNA binder | LEDGF integ inh | HTRA1 inh | TDP2 inh
CC(=O)N(Cc1cc(=O)[nH]c2ccccc12)c1ccc(C)cc1 | -1 | 2 | -5 | 0.2 | -1 | -1 | -2 | 1 | -2 | 1
COc1ccc(C2OC(=O)Cc3cc(OC)c(OC)cc32)cc1 (stereo not given) | 3 | -4 | 1 | -1.9 | 2 | -2 | -1 | 1 | 6 | 7
Cc1ccc(NC(=O)CN(C)C(=O)c2ccccc2Cc2ccccc2)cc1 | -5 | 0 | -3 | -0.8 | 5 | 0 | -8 | -3 | -14 | -6
Cc1nn(C)cc1CNC(=O)Nc1ccc(Cl)c(Cl)c1 | -2 | 0 | -5 | -1.9 | 10 | -7 | 7 | 2 | -2 | 0
Cc1ccc(C(=O)N/N=C2\SCC(=O)N2c2cc(C)ccc2C)cc1 | 7 | 2 | -1 | -1.2 | 5 | -1 | -3 | 3 | 3 | 7
CCOC(=O)C1(CC2CCCCO2)CCN(S(=O)(=O)c2ccccc2)CC1 (stereo not given) | -2 | -3 | 6 | -2.2 | 1 | -2 | -8 | 3 | 3 | 4
CC(Sc1nnc(CC(C)c2ccccc2)n1N)C(N)=O (stereo not given) | -4 | -3 | 4 | 0.8 | 3 | 27 | -2 | 2 | -1 | -5
CCOCCCNC(=O)C1CCN(C(=O)Nc2ccc(C)cc2)CC1 | 4 | -2 | -2 | 0.1 | 8 | -1 | -2 | 0 | 7 | 12
Cc1cc(C(=O)NNC(=O)c2cccc([N+](=O)[O-])c2)n[nH]1 | 4 | 0 | -2 | 0.5 | 0 | 8 | 1 | -3 | 9 | 0
CCNC(=O)CN1C(=O)NC(CCc2ccccc2)C1=O (stereo not given) | -4 | 0 | -4 | 0.2 | -2 | 8 | -3 | 4 | -3 | 8
CCc1nc2ccc(C(=O)N3CCN(C(=O)c4ccco4)CC3)cn2c1N(C)Cc1ccc(OC)cc1 | -3 | 0 | -2 | -1.5 | 1 | 1 | 1 | -2 | / | -5
COC(=O)[C@@]12C[C@@H](CC(=O)N3CCCCC3)C(=O)N(Cc3ccc4c(c3)OCO4)C1=CCC(C)(C)C2 | -3 | -2 | 4 | -0.1 | 1 | 0 | 2 | 0 | / | 2
O=C1Nc2cc(C(=O)NCCCN3CCOCC3)ccc2S/C1=C/c1cccc(Cl)c1 | -9 | 3 | -19 | 0.3 | 1 | -5 | 11 | 0 | -16 | -4
CC(=O)N(CCN1CCOCC1)Cc1cc2cc3c(cc2nc1Cl)OCO3 | 5 | -4 | 15 | -1.6 | 6 | 2 | -2 | 2 | 7 | 10
O=C1NC[C@H](c2ccccc2)N(CCc2cc(C(F)(F)F)cc(C(F)(F)F)c2)C1=O | 3 | 1 | -4 | -0.5 | 5 | -2 | -6 | 1 | -9 | 5
O=C(CSc1nc2nc(-c3cccs3)cc(C(F)(F)F)c2c(=O)[nH]1)Nc1c(F)c(F)c(F)c(F)c1F | -3 | 1 | -13 | 0.1 | -3 | -22 | 13 | -5 | -11 | 10
CCOC(=O)C1(CC2CCCCO2)CCN(Cc2ccccc2-c2ccco2)CC1 (stereo not given) | 5 | -4 | 6 | 1.1 | -21 | -3 | -1 | 6 | -6 | -15
CCCCNC(=O)C[C@@H]1C[C@@]2(C(=O)OC)CCCCC=C2N(Cc2ccccc2)C1=O | 0 | 0 | 22* | 1.9 | 3 | 0 | 1 | -1 | / | -2
COc1ccc(OCc2cccc(C(=O)Nc3ccc(CN4CCCCC4)cc3)c2)cc1 | 2 | 0 | 0 | 0.2 | 2 | 2 | 0 | 2 | -13 | 1
Nc1n[nH]c(N)c1N=Nc1ccccc1 | -1 | 2 | 3 | -3.4 | -4 | 5 | 2 | -2 | 2 | 3
COc1ccccc1NC(=O)COC(=O)COc1ccccc1F | -1 | -1 | -7 | -1.9 | 0 | -4 | 0 | 4 | -9 | -8
O=C(CCNC(=O)c1ccco1)NC(Cc1c[nH]c2ccccc12)C(=O)O (stereo not given) | 2 | -2 | 5 | -0.3 | -3 | 0 | 3 | -2 | 1 | 4
Fc1cccc(/C=N/Nc2ccccn2)c1 | -1 | -1 | 0 | 0.5 | -1 | -4 | 0 | 5 | 4 | 10
O=C(O)CC(NC(=O)C12CC3CC(CC(C3)C1)C2)c1cccc([N+](=O)[O-])c1 (stereo not given) | 2 | -2 | -3 | -1.1 | 0 | 4 | -1 | 1 | 6 | 0

7 entries drawn at random from the list so far:
SMILES | NR1D1 modulator | PRMT1 inh | SIAE inh | PG9 binder | TCR-CD3 inh | ABHD4 inh | rCAG RNA binder | LEDGF integ inh | HTRA1 inh | TDP2 inh
CCOC(=O)C1(CC2CCCCO2)CCN(S(=O)(=O)c2ccccc2)CC1 (stereo not given) | -2 | -3 | 6 | -2.2 | 1 | -2 | -8 | 3 | 3 | 4
COC(=O)[C@@]12C[C@@H](CC(=O)N3CCCCC3)C(=O)N(Cc3ccc4c(c3)OCO4)C1=CCC(C)(C)C2 | -3 | -2 | 4 | -0.1 | 1 | 0 | 2 | 0 | / | 2
Cc1cc(C(=O)NNC(=O)c2cccc([N+](=O)[O-])c2)n[nH]1 | 4 | 0 | -2 | 0.5 | 0 | 8 | 1 | -3 | 9 | 0
Cc1nn(C)cc1CNC(=O)Nc1ccc(Cl)c(Cl)c1 | -2 | 0 | -5 | -1.9 | 10 | -7 | 7 | 2 | -2 | 0
CCOC(=O)C1(CC2CCCCO2)CCN(Cc2ccccc2-c2ccco2)CC1 (stereo not given) | 5 | -4 | 6 | 1.1 | -21 | -3 | -1 | 6 | -6 | -15
CCOCCCNC(=O)C1CCN(C(=O)Nc2ccc(C)cc2)CC1 | 4 | -2 | -2 | 0.1 | 8 | -1 | -2 | 0 | 7 | 12
Cc1ccc(C(=O)N/N=C2\SCC(=O)N2c2cc(C)ccc2C)cc1 | 7 | 2 | -1 | -1.2 | 5 | -1 | -3 | 3 | 3 | 7

(list continues)
SMILES | NR1D1 modulator | PRMT1 inh | SIAE inh | PG9 binder | TCR-CD3 inh | ABHD4 inh | rCAG RNA binder | LEDGF integ inh | HTRA1 inh | TDP2 inh
COc1cccc(CNC(=O)C2CCN(c3cnccn3)CC2)c1 | -1 | 0 | 3 | 0.6 | 0 | -2 | -2 | 1 | -4 | 12
Nc1ccc(C#Cc2ccc3sc4ccccc4c(=O)c3c2)cc1 | 2 | 1 | -7 | 1.0 | -6 | -2 | 21 | 0 | -11 | 10
O=C(Cn1nnc(-c2ccccc2)n1)NCc1ccc2c(c1)OCO2 | -2 | -2 | 4 | -1.3 | 6 | 3 | -4 | 2 | -2 | -8
O=C(COC(=O)c1ccc([N+](=O)[O-])cc1)NCCC1=CCCCC1 | -8 | 2 | 3 | 1.1 | 1 | -1 | 1 | -1 | 7 | 7
CCN(C(=O)COC(=O)c1ccco1)c1c(N)n(Cc2ccccc2)c(=O)[nH]c1=O | 0 | -6 | 2 | 0.0 | 2 | -4 | 1 | 2 | 4 | -6
COC(=O)NC(NC(=S)Nc1cccc(C)c1)C(Cl)(Cl)Cl (stereo not given) | 2 | -1 | 0 | 1.3 | 5 | -10 | 1 | -3 | -20 | 8
CCN(C1CCS(=O)(=O)C1)S(=O)(=O)c1cc(C)ccc1C (stereo not given) | -1 | -1 | 2 | -0.1 | -18 | 1 | -2 | 1 | 4 | -6
COC(=O)c1ccccc1NC(=O)CN(c1c(C)cccc1C)S(C)(=O)=O | -3 | -1 | -1 | -1.5 | -7 | 0 | -5 | 4 | 7 | -1
COc1ccc(NS(=O)(=O)c2cc(NC(=O)c3ccc(Cl)cc3)ccc2N2CCOCC2)cc1 | 0 | 8 | -7 | 2.0 | 2 | -24 | 12 | -3 | -71 | -5
O=C(NNS(=O)(=O)c1ccccc1)C1CC(c2cccnc2)=NO1 (stereo not given) | 4 | -3 | 4 | -1.4 | 6 | 2 | -3 | 0 | -2 | 10
COc1ccc(NC(=O)NNC(=O)COc2ccc3cc(Br)ccc3c2)cc1 | 16* | -1 | -4 | 1.2 | -4 | -1 | -1 | 5 | 2 | 3
CC(C)(C)c1csc(Sc2ncccc2[N+](=O)[O-])n1 | -1 | -3 | 1 | -1.1 | -9 | 5 | -7 | -6 | -2 | 0
Brc1ccccc1Cn1c(-c2cncs2)nc2ccccc21 | -7 | -6 | 0 | -0.7 | 3 | -10 | 2 | 3 | -33 | 1
O=C(CSc1nnc(-c2ccccn2)n1Cc1ccccc1)Nc1ccc2c(c1)OCO2 | 0 | 0 | -2 | 0.5 | -4 | 0 | -2 | 0 | -3 | 6
CCOc1ccccc1OCCOc1ccc(F)cc1 | 4 | -1 | 2 | 0.3 | 4 | -3 | -3 | -2 | -11 | 2
COc1ccc(Cl)cc1NC(=O)CN(C)C(=O)Cc1n[nH]c(=O)c2ccccc12 | -6 | -2 | -3 | 0.5 | -11 | 6 | -1 | 1 | 0 | 10
C=COCCNC(=O)C1CC(=O)N(c2ccc(C)cc2)C1 (stereo not given) | 2 | 0 | 10 | -1.4 | 5 | 1 | 3 | -1 | 0 | -15
COc1cccc(Nc2nc(-c3sc(NC(=O)c4ccccc4)nc3C)cs2)c1 | -5 | 2 | 7 | -1.0 | -5 | 16 | 32 | 1 | -18 | 8
Cc1ccc(S(=O)(=O)N2CCC(C(=O)OCC(=O)N3CCc4ccccc43)CC2)cc1 | 1 | 2 | -3 | -2.3 | 0 | -2 | 0 | 2 | -13 | 12
O=S(=O)(c1ccc(Br)s1)N1CCNCC1 | 1 | -3 | -1 | -0.8 | 6 | -5 | 2 | 2 | 11 | 4
